MC4R antag cAMP: human MC4R antagonism in cAMP assay | inhibition, % at 6.5 µM | P32245 | 360,000 compounds, 0.48% hits | MC4R-expressing cells, MTII-stimulated cAMP, LANCE TR-FRET | AID 540295;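 active = inhibition above its plate's cutoff, the mean of tested wells on that plate plus 3 SD, cut at about 29% in these data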;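 note: 0% = Melanotan II alone and 100% = Melanotan II plus saturating MCL0020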
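material = U2OS cells stably expressing human melanocortin 4 receptor (MC4R) | also added = Melanotan II challenge | dosing = single nominal compound dose of 6.5 µM | detection = TR-FRET with Eu-cAMP and labeled anti-cAMP, 671 nm | replication = singlicate | timing = compound 30 min, challenge 1 h, detection 1 h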
Glyco luc inh: N-linked glycosylation inhibition | 360,000 compounds, 0.23% hits | AID 588692 | reporter increase, % at 12.5 µM | D54 ERlucT glycosylation luciferase reporter, 24 h; percent of 100 nM tunicamycin response;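 active = mean luciferase reporter signal, scaled so untreated is 0 and the glycosylation-blocking control 100, at or above a set limit in every replicate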;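 note: luciferase carries N-glycosylation sites so blocking glycosylation raises the light; 0% = median of neutral control wells and 100% = median of 100 nM tunicamycin wells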
PDI turbidity: blocks human protein disulfide isomerase activity; inhibition, % at 10 µM; PDI insulin aggregation turbidity, A650, 90 min; P07237; AID 588391; 350,000 compounds, 0.052% hits;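 active = mean inhibition across replicates of 30% or more, whatever share of single replicates reach that level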;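 note: absorbance from insulin aggregation driven by PDI reduction with DTT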
CaV13 FRET inh: Disruptors of the CACNA1D IQ motif to Ca2+-dependent inactivation inhibitor domain association, primary screening, Förster resonance energy transfer in intact living …; HEK cells, CFP/YFP FRET ICDI-IQ, plate reader, 10 min; percent FRET-ratio fall versus neutral wells; 340,000 compounds, 0.098% hits; inhibition, % at 12.3 µM; AID 743397;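 active = mean replicate inhibition of at least 30% and at least 1% of replicates passing that level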;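 note: 0% = median of the neutral control wells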
Exocytosis inh: lytic granule exocytosis inhibition; TALL-104 LAMP-1 surface exposure, flow cytometry; cells stimulated with thapsigargin and PMA; inhibition, % at 10 µM; 360,000 compounds, 0.66% hits; AID 651702;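 active = inhibition above about 55%, limit read from the data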
HTR2A ag: mouse HTR2A agonism via beta-arrestin recruitment; P35363; CHO-K1 mHTR2A beta-arrestin complementation, luminescence; percent of 30 µM serotonin response; activation, % at 7.6 µM; 360,000 compounds, 0.66% hits; AID 624169;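 active = activation above a run cutoff, the mean activation of all tested compounds plus 3 SD, cut at about 14% in these data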;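 note: 0% = plate median of compound wells and 100% = 30 µM serotonin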
MC4R ag barr: activates human MC4R beta-arrestin recruitment; activation, % at 8.9 µM; AID 540308; 360,000 compounds, 0.98% hits; U2OS MC4R beta-arrestin complementation, luminescence; percent of melanotan II response, DMSO zero; P32245;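 active = activation above a per-plate cutoff, the mean activation of sample wells on that plate plus 3 SD, cut at about 8% in these data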
ABHD5-PLIN5 inh: inhibitors of human ABHD5-perilipin-5 interaction | Q00G26+Q8WTS1 | Split G. princeps luciferase complementation, luminescence, 4 h | inhibition, % at 4 µM | 360,000 compounds, 0.78% hits;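 active = inhibition above the mean inhibition across every tested compound plus 3 SD, cut at about 22% in these data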;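 note: 0% = DMSO only wells and the 100% control is not disclosed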
Target sequence (Q00G26 whole entry, looked up): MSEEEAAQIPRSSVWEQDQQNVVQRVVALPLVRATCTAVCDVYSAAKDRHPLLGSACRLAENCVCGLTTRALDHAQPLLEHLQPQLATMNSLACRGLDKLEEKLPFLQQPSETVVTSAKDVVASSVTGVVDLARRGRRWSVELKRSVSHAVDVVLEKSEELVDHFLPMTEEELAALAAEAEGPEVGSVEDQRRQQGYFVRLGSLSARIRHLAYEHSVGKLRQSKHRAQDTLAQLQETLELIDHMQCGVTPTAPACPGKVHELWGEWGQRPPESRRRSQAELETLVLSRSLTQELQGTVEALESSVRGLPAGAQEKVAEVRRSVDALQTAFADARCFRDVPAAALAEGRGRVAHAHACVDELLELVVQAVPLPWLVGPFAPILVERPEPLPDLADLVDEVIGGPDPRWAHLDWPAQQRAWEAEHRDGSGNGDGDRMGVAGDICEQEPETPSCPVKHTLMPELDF
Target sequence (Q8WTS1 whole entry, looked up): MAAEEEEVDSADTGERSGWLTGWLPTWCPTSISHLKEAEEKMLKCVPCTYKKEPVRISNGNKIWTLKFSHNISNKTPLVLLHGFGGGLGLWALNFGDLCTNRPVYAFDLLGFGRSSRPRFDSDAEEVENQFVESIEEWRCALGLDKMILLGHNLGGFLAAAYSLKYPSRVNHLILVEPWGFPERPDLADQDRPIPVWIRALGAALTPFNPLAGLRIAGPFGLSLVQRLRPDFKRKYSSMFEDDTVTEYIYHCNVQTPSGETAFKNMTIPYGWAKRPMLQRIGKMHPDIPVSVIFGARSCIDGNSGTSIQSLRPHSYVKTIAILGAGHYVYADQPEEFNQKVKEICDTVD
H9c2 protect: myocardial damage modulation in H9c2 cells; H9c2 cardiomyocytes, H2O2 injury protection, ATPLite, 2 h; protection from H2O2 cell death, % at 20 µM; AID 588492; 360,000 compounds, 0.63% hits;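 active = compounds giving at least 50% protection of heart cells from peroxide-induced death in the single-dose screen, raw or plate-pattern-corrected value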;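 note: 0% = DMSO wells with peroxide and 100% = DMSO wells without peroxide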
ABCB6 inh MLPCN: human ABCB6 transporter inhibition; AID 602162; fluorescence ratio to DMSO, % at 10 µM; 360,000 compounds, 0.19% hits; K562-ABCB6 porphyrin accumulation, flow cytometry, 1 h; active compounds read low; Q9NP58;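 active = fluorescence ratio to DMSO below 75%, the collection mean minus 3 SD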;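 note: signal is porphyrin accumulated inside mitochondria; 100% equals median channel fluorescence of DMSO control wells; lower ratio means ABCB6 inhibition with less porphyrin fluorescence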
An asterisk follows results filed as active; · = no result given.

SMILES | MC4R antag cAMP | Glyco luc inh | PDI turbidity | CaV13 FRET inh | Exocytosis inh | HTR2A ag | MC4R ag barr | ABHD5-PLIN5 inh | H9c2 protect | ABCB6 inh MLPCN
CC(C)NC(=O)C1CCN(Cc2cccc(Oc3ccccc3)c2)CC1 | 7 | -2 | -3 | -2 | 15 | -2 | -1.3 | 8 | 2 | 94
Cc1c(C(=O)N2CCCCCC2)c(S(=O)(=O)Nc2ccc(F)cc2)c(C)n1C | -2 | -1 | -2 | -2 | -2 | -6 | -1.2 | 6 | -4 | 95
COc1ccc(N2CCN(C(=O)c3ccccc3N(C)S(=O)(=O)c3ccccc3)CC2)cc1 | 6 | -4 | -4 | -5 | -2 | 2 | -0.4 | 2 | -4 | 93
O=C(NCc1ccc(F)cc1)c1cccnc1C(=O)O | 9 | 0 | -1 | -4 | -10 | 4 | -2.1 | -8 | 0 | 101
CCOc1cccc2sc(N(CCN(CC)CC)C(=O)c3cccc(N4C(=O)CCC4=O)c3)nc12 | -6 | 0 | 9 | -2 | 4 | -11 | -3.1 | 6 | 4 | 95
COC(=O)CSc1nnc(-c2cnccn2)n1C | 5 | 2 | 6 | -9 | -1 | 2 | -1.3 | 3 | 3 | 99
CCCc1cc(=O)[nH]c2nnc(SCC(=O)Nc3nnc(CC)s3)n12 | 3 | 0 | -4 | -1 | -3 | -6 | 1.2 | -4 | 3 | 99
COCC(C)n1c(C)cc(C(=O)COC(=O)CCc2nc3ccccc3c(=O)[nH]2)c1C (centres undefined) | 7 | -3 | 4 | -4 | -2 | 9 | -0.1 | 2 | 34 | 106
CCCc1cc(=O)[nH]c(SCC(=O)NC2CCCCC2)n1 | 17 | -1 | -13 | -6 | 5 | 4 | 0.1 | 3 | 7 | 103
O=c1c2cn[nH]c2[nH]c(=S)n1-c1ccccc1Cl | 12 | 0 | 0 | 5 | -1 | -2 | -1.9 | 0 | 0 | 100
CC1(C)Cc2c(cnn2-c2cccc(F)c2)C(NC(=O)c2cc[n+]([O-])cc2)C1 (centres undefined) | 6 | 2 | 1 | -6 | -2 | 1 | -2.1 | 3 | 1 | 95
Cc1ccc2cc(C#N)c(SCC(=O)N3CCCC3)nc2c1 | 12 | 0 | -8 | 9 | 1 | -1 | -1.8 | 2 | 12 | 95
Cc1ccc(NC(=O)CC2(CC(=O)O)CCCC2)cc1 | 9 | 1 | 0 | -6 | 10 | -4 | -1.2 | 3 | 6 | 98
Cc1ccc(-c2n[nH]c(=O)c3ccccc23)cc1S(=O)(=O)NC(C)(C)C | -9 | 10 | -4 | 8 | -3 | -3 | -2.4 | 6 | 64* | 100
Cc1ccc(C(=O)N/N=C/c2cccnc2)cc1Cl | -4 | 0 | 9 | -10 | -5 | 1 | -0.4 | 0 | -11 | 80
CCOC(=O)C1CCN(C(=O)Cc2c(C(=O)O)[nH]c3ccccc23)CC1 | 14 | 1 | -5 | -3 | -1 | 2 | -0.9 | 2 | -4 | 99
CC(=O)C1=C(O)CC(C)(C)CC1=NCCc1nc2ccccc2[nH]1 | 5 | 0 | 3 | -3 | -3 | 5 | 0.3 | 8 | 10 | 99
O=C(CN1C(=O)COc2ccc(Cl)cc21)N1CCCCC1 | 3 | 0 | -1 | -3 | 1 | 2 | -0.1 | 0 | 3 | 98
CCCn1c(N)c(N(CCOC)C(=O)c2cccc(C(F)(F)F)c2)c(=O)[nH]c1=O | -1 | 1 | 7 | -3 | -7 | 10 | -0.6 | 2 | -1 | 98
COc1cc(OC)c(C(=O)OCC(=O)c2ccc3c(c2)NC(=O)CO3)cc1OC | -3 | -1 | 4 | -4 | -2 | -5 | -2.0 | 2 | 13 | 96
COCCn1c(SCC(=O)NC2CCCC2)nc2cccnc21 | 23 | 0 | 3 | -2 | 1 | 3 | 1.1 | -7 | 0 | 757
CCN(C(=O)COC(=O)c1cc(C)oc1C)c1c(N)n(Cc2ccccc2)c(=O)[nH]c1=O | 6 | 0 | 15 | -6 | -1 | 6 | -2.5 | -3 | 2 | 102
O=C(Nc1cccnc1)Nc1ccccc1Cl | 3 | 1 | 4 | -6 | -3 | -2 | -0.2 | 0 | -3 | 103
c1ccc2c(c1)[nH]c1nc3nncn3nc12 | -16 | 3 | 10 | -9 | 4 | 8 | 0.2 | 1 | 9 | 104
COc1ccc2cc(CCNS(=O)(=O)c3ccc(NC(C)=O)cc3)c(=O)[nH]c2c1 | 6 | 0 | -5 | -7 | -16 | 5 | 0.7 | 5 | 0 | 95

Next structures.
SMILES | MC4R antag cAMP | Glyco luc inh | PDI turbidity | CaV13 FRET inh | Exocytosis inh | HTR2A ag | MC4R ag barr | ABHD5-PLIN5 inh | H9c2 protect | ABCB6 inh MLPCN
CCCSCCCNC(=O)CN1C(=O)COc2ccc(S(=O)(=O)N3CCCC3)cc21 | 1 | 1 | 1 | -2 | -1 | 10 | -2.2 | 1 | -4 | 97
CC(=O)n1cc(Nc2ccccc2C(=O)O)c2ccccc21 | -5 | 1 | 7 | 0 | 1 | 2 | -1.4 | 17 | 6 | 100
Fc1cccc(Cl)c1CNC(c1ccccc1)c1ccccc1 | 8 | -2 | -4 | -7 | -3 | 0 | 1.1 | -13 | -20 | 103
O[C@@H]1CN(C2CCCCC2)CC[C@H]1N1CCN(CCc2ccccc2)CC1 | 16 | 0 | 6 | · | 41 | -2 | -0.4 | -5 | 9 | 91
O=C(Oc1ccc(Cl)c2cccnc12)c1ccco1 | 5 | 6 | 15 | · | 8 | 1 | -3.0 | -6 | -9 | 118
CCOC(=O)C1=C(COC(=O)/C=C/c2ccccc2Cl)NC(=O)NC1C (centres undefined) | -7 | -2 | -3 | · | -26 | -6 | -0.5 | 0 | 20 | 99
COc1cc(CNn2c(C)n[nH]c2=S)cc(Cl)c1OCc1ccccc1 | 13 | 2 | 2 | -6 | 1 | -5 | -0.2 | -11 | -5 | 100
COc1cccc(NC(=O)CSc2cccc[n+]2[O-])c1 | 8 | 2 | 5 | -2 | -9 | 0 | -0.6 | 3 | 2 | 96
CCOc1ccccc1N1CC(C(=O)NC2CCCCCC2)CC1=O (centres undefined) | 9 | -1 | -5 | -7 | -1 | 6 | 0.4 | 15 | 0 | 101
CC(C)(C)c1cc(CCC(=O)NNC(=O)c2ccco2)cc(C(C)(C)C)c1O | 3 | -3 | -2 | -5 | 3 | -1 | -1.3 | -5 | -2 | 87
O=C(Nc1ccc(F)c(F)c1)c1ccc2c(c1)OCO2 | 19 | -2 | 13 | -7 | 0 | 8 | 1.0 | -3 | -10 | 97
Cn1cc(-c2nnnn2-c2ccc(Cl)cc2)c(=O)c2ccccc21 | -1 | 1 | 5 | -4 | -1 | 1 | -1.6 | -1 | 9 | 98
CCn1c(=O)cc(OCC(=O)Nc2cc(C)ccn2)c2ccccc21 | 3 | 3 | 8 | -4 | -1 | -2 | 0.3 | -1 | 33 | 88
CCO[C@H]1OC(C(=O)Nc2ccccc2)=C[C@@H](C2CC2)[C@@H]1CCCO | 8 | 0 | -6 | -9 | -5 | -4 | -1.5 | -4 | -1 | 104
O=C(CCc1ccccc1)NC1CCS(=O)(=O)C1 (centres undefined) | 0 | 3 | 4 | -4 | -1 | 1 | 3.5 | -7 | 1 | 93
Cc1cc(C)cc(NC(=O)Nc2c(Br)cnn2C)c1 | 17 | 2 | -7 | · | -7 | 2 | -1.2 | -6 | -4 | 95
COc1ccccc1-c1cccc(-c2nc(C(=O)N3CCCCC3)cc3c2[C@@H](CCO)N(S(=O)C(C)(C)C)C3)c1 (some centres undefined) | · | 0 | · | -3 | 0 | -1 | · | 7 | 2 | 100
COc1ccc(C(C)(NC(C)=O)c2nc(-c3cccc(C(F)(F)F)c3)cs2)cc1 (centres undefined) | 10 | -1 | 8 | -4 | 34 | -7 | -1.6 | -9 | -3 | 93
O=C(Nc1ccccc1)[C@@H]1[C@@H]2C(=O)N(c3ccc(F)cc3)C(=O)[C@@H]2[C@H]2C=CC=NN21 | 7 | 0 | -2 | -4 | 2 | -2 | -0.8 | 2 | 1 | 98
CC(=O)Nc1ccc(S(=O)(=O)NNC(=O)CCC(=O)Nc2cc(C)ccc2C)cc1 | -2 | 4 | 10 | -1 | 1 | 4 | 0.1 | 2 | 4 | 99
Cc1ccccc1NC(=O)C1CCN(S(=O)(=O)c2ccc3c(c2)NC(=O)C(C)S3)CC1 (centres undefined) | 8 | 2 | 10 | -4 | -6 | -6 | -0.7 | -7 | 0 | 102
CCSc1nc2c(c(=O)[nH]c(=O)n2C)n1Cc1ccc(Cl)cc1 | -22 | -2 | 1 | -2 | 2 | 2 | 1.4 | 7 | -9 | 102
Cc1nnc(NC2=NCCC2)o1 | 16 | 2 | -2 | -1 | 1 | 6 | 0.1 | 0 | 10 | 91
Cc1cc(C(=O)CN2C(=O)NC(CCS(C)(=O)=O)C2=O)c(C)n1C1CC1 (centres undefined) | 3 | -1 | 0 | -3 | -1 | 9 | -1.0 | -1 | -9 | 100
CCN(CC(=O)NCc1cccs1)C(=O)c1cc(=O)[nH]c2ccccc12 | 7 | 2 | 7 | -6 | -5 | 6 | -0.6 | -2 | 14 | 102

New compounds follow.
SMILES | MC4R antag cAMP | Glyco luc inh | PDI turbidity | CaV13 FRET inh | Exocytosis inh | HTR2A ag | MC4R ag barr | ABHD5-PLIN5 inh | H9c2 protect | ABCB6 inh MLPCN
CN1CCc2ccccc2Cc2[nH]c3ccccc3c2CC1 | 5 | 1 | 20 | -6 | 4 | -6 | 0.3 | -5 | 15 | 103
O=C(c1cccs1)N1CCc2c([nH]c3ccccc23)C1c1ccccn1 (centres undefined) | 4 | 2 | 1 | -5 | 10 | -7 | 0.3 | 2 | -2 | 99
O=C(/C=C/c1ccccc1)NC(=S)Nc1ccccc1O | 0 | 0 | 16 | -21 | -3 | -10 | 0.1 | -4 | -3 | 241
NC(=Nc1ccc(Br)cc1)c1ccccc1 | 1 | 2 | 1 | -20 | -4 | 2 | -0.6 | -1 | -6 | 100
C=C1C(C(=O)Nc2cccc(OC)c2)C1C(=O)Nc1cccc(OC)c1 (centres undefined) | 3 | -1 | 20 | 0 | 0 | -1 | -0.8 | 0 | 4 | 98
CCOC(=O)CSc1nnc2c3ccccc3n(CC)c2n1 | -24 | 2 | 1 | -20 | 8 | 3 | -1.7 | -1 | 6 | 96
Cc1sc2ncn(CC(=O)N3CCN(c4ccccn4)CC3)c(=O)c2c1S(=O)(=O)N1CCCCC1 | 2 | 6 | 1 | -8 | -5 | 5 | -1.7 | 9 | 0 | 97
CC1(C)CN(Cc2ccccc2)C(=O)[C@H]1CC(=O)Nc1ccccc1 | 2 | -1 | -7 | -10 | -2 | -2 | 2.4 | -6 | 5 | 100

In a second layout: entries from further up
structure,MC4R antag cAMP,Glyco luc inh,PDI turbidity,CaV13 FRET inh,Exocytosis inh,HTR2A ag,MC4R ag barr,ABHD5-PLIN5 inh,H9c2 protect,ABCB6 inh MLPCN
C=C1C(C(=O)Nc2cccc(OC)c2)C1C(=O)Nc1cccc(OC)c1 (centres undefined),3,-1,20,0,0,-1,-0.8,0,4,98
CCOC(=O)CSc1nnc2c3ccccc3n(CC)c2n1,-24,2,1,-20,8,3,-1.7,-1,6,96

High-throughput results as filed in PubChem BioAssay.
